# Assay outcomes (PubChem)
# Cav3 T inh: Cav3.2 calcium influx blockers – cell-based, Fluo-4 calcium fluorescence, FDSS, MLSMR library, primary screen; B-score at 10 µM; Voltage-dependent T-type calcium channel subunit alpha-1H (Homo sapiens), O95180; actives 4% (n = 100,000); Cav3.2-expressing cells; stronger effect = lower value;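 active = single-dose well whose peak fluorescence ratio is a statistical outlier from its plate by either plate-standardised score or position-corrected B-score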
# * hit, by the source's call.
SMILES,Cav3 T inh
CC1CCCN(S(=O)(=O)c2ccc(C(=O)Nc3nnc(-c4ccccc4Cl)o3)cc2)C1 (configuration not stated),-7.3*
COC(=O)C1=C(N)Oc2cc(C)n(CCN3CCOCC3)c(=O)c2C1c1cccnc1 (configuration not stated),0.67
Cc1cccc(NC(=O)CCSc2nncn2C)c1,-0.32
C=CCn1c(C)c(C(C)=O)c(SC)nc1=S,0.51
CC1(C)CC(NCc2ccc3c(c2)OCO3)CCO1 (configuration not stated),0.031
CN(C)c1cccc(C(=O)NC2CCCCCC2)c1,0.1
COc1cc2nc(COc3ccc(C#N)cc3)n(CC#N)c(=O)c2cc1OC,1.8
CC1(C)CC(=O)C(C2=NC(C)(C)Cc3ccccc32)=C(O)C1,1.3
O=C(CC1NCCNC1=O)Nc1ccc2c(c1)OCO2 (configuration not stated),0.91
CC1CCN(C(=O)c2ccc(S(=O)(=O)N(C)C)cc2)C(C)C1 (configuration not stated),0.78
Cc1ccc(Cn2nnc3c(=O)n(CC(=O)NCc4ccc5c(c4)OCO5)cnc32)cc1,-0.053
C/C(=N\NS(=O)(=O)c1ccc(Cl)c([N+](=O)[O-])c1)c1cc2ccccc2o1,-4.5
CC(C)N1CC(O)=C(c2nc3ccccc3[nH]2)C1=N,1
Cc1cc(C[n+]2ccccc2)c2nsnc2c1,1
N#C/C(=C(/O)CN1CCN(c2ccccc2F)CC1)c1nc(-c2ccc(Cl)cc2)cs1,-0.13
Cc1sc2nc(C(C)C)nc(SCC(=O)N3CCN(C(=O)c4ccco4)CC3)c2c1C,1.7
CC1CCC(C(C)C)C(OC(=O)CSc2nccc(=O)[nH]2)C1 (configuration not stated),-2.2
Cc1ccc(C(=O)NCC(=O)NCC(=O)OCc2ccc(Oc3ccc([N+](=O)[O-])cc3)cc2)cc1,-0.96
CC(=O)N(C)c1ccc(OCC(O)CN(Cc2ccco2)S(=O)(=O)c2ccc(C)cc2)cc1 (configuration not stated),2.1
COc1ccc(CCNC(=O)CN2CCN(c3ccccc3Cl)CC2)cc1,-3.1
COc1cc2c(cc1OC)CN(S(C)(=O)=O)CC2,0.42
CCC(C)Sc1nnc(-c2c[nH]c3ccccc23)n1CCOC (configuration not stated),0.14
O=C(CN1C2=NCCCN2c2ccccc21)c1ccc2c(c1)OCO2,-0.41
Cc1nc(NC(=O)c2ccccc2)sc1-c1csc(Nc2ccc(Cl)cc2Cl)n1,0.24
O=C(CNC(=O)c1ccc(Cl)cc1Cl)OCC(=O)c1ccc2c(c1)OCCO2,-1.9

# More entries follow.
SMILES,Cav3 T inh
CCc1ccc2c(c1)C1(NN=C(c3cccc4ccccc34)S1)C(=O)N2 (configuration not stated),-2.2
O=S(=O)(c1ccc(F)c2ccccc12)N1CCCCC1,-1.2
Cn1nnc2cc(C(=O)NCc3ccc4c(c3)OCO4)ccc21,-0.066
O=C1C(=O)N(CCOCCO)C(c2ccccn2)/C1=C(\O)c1ccccc1 (configuration not stated),-1.1
CCC(CC)C1C(C#N)=C(N)SC(N)=C1C#N,-1.9
CC(C)(C)OC(=O)NNC(=O)c1ccc(Cl)cc1,0.84
C=CCOc1c(Cl)cc(CNc2ccc(C)c(Cl)c2)cc1OC,-3.8
OC(Cn1cncn1)(Cn1cncn1)c1ccc(F)cc1F,0.54
CC(NC(=O)C1CCCC1)c1ccc2c(c1)OCCO2 (configuration not stated),-0.09
CCOC(=O)CC1=C(C(=O)OCC)C(c2ccncc2)C(C#N)=C(N)O1 (configuration not stated),0.94
CN1CCc2c(sc3c2c(NCc2ccco2)nc2nnnn23)C1,0.51
CCOC(=O)c1cnc(-c2ccccc2)nc1N,-0.28
CCc1ccc(C2CC(c3ccc(Cl)cc3)n3nc(N)nc3N2)cc1 (configuration not stated),0.0084
N[C@@H](Cc1ccccc1)c1nnc2sc(SCc3ccccc3)nn12,1.4
COc1ccccc1C(=O)NC(CCSC)C(=O)OCC(=O)NC(=O)NCc1ccco1 (configuration not stated),0.42
COCc1[nH]nc2c1C(c1ccccc1F)C(C#N)=C(N)O2 (configuration not stated),1.6
COc1ccc2c(c1)CCc1sc(NC(=O)c3ccco3)nc1-2,-0.87
Cc1nc(/C=C/c2ccccc2)cc(/C=C/c2ccccc2)n1,-0.057
COc1ccc(-c2cc(C(=O)OCC(=O)Nc3cc(C)on3)c3ccccc3n2)cc1OC,0.1
O=S(=O)(NCc1cn2ccsc2n1)c1cccs1,-0.8
O=C(CN1CCCCCC1)OCCN=C1NS(=O)(=O)c2ccccc21,0.12
COc1ccc(-n2c(SCC(=O)OC(C)C)nnc2-c2ccccn2)cc1,-0.029
NC(=O)c1nsc(C(=O)N(CC(=O)NCc2ccco2)c2ccccc2F)c1N,0.5
COC(=O)c1ccc(N2C(=O)c3ccc(OC)c(OC)c3C2=O)cc1,0.093
CCOc1ccc(N2CSC3=C(C#N)C(c4ccco4)CC(=O)N3C2)cc1 (configuration not stated),-0.057

# Remaining list, next part
SMILES,Cav3 T inh
COc1ccc(S(=O)(=O)NCCc2c(C)nn(C)c2Oc2ccccc2)cc1,-1.6
COc1ccc(S(=O)(=O)N(C)c2ccc(OCC(=O)Nc3cc(C)on3)cc2)cc1,-1.6
CCN(CC)CCCN1C(=O)c2oc3ccccc3c(=O)c2C1c1cccs1 (configuration not stated),-1.5
C=CCOc1c(CNc2nccs2)cccc1OCC,-1.4
Cc1ccc2c(c1)c1c3n2CC(=C2C(=O)OC(C)(C)OC2=O)NC3CCC1 (configuration not stated),-1.6
O=C(COC(=O)Cc1cccs1)Nc1ccccc1F,-1
CC(C)(C)C(=O)Nc1ccccc1C(=O)Nc1ccncc1,0.0057
O=C(Cn1c(=O)oc2cc(S(=O)(=O)N3CCCC3)ccc21)Nc1cccc(C(F)(F)F)c1,-0.25
Cn1c(=O)c2c(nc(N3CCN(c4ccccc4)CC3)n2CCCc2ccccc2)n(C)c1=O,0.39
CCOC(=O)c1c(-c2cccc([N+](=O)[O-])c2)csc1NC(=O)C1CCCCC1,0.31
O=S(=O)(c1cccc(C(F)(F)F)c1)N(CCCN1CCOCC1)Cc1cccs1,-1.4
COC(=O)c1sccc1NC(=O)C1CC=CCC1C(=O)O (configuration not stated),-0.035
Nc1nonc1C(=O)OCC(=O)N1CCOCC1,0.44
CCCn1c(=N)n(CC(=O)OCC)c2ccccc21,0.24
O=c1c2c3c(sc2ncn1-n1cccc1)CCCCC3,-3
Cc1ccc(Cc2cnc(NC(=O)/C(C#N)=C/c3ccc(-c4ccc([N+](=O)[O-])cc4)o3)s2)cc1,-0.14
CC(C)C(NC(=S)NCc1ccccc1)C(=O)O (configuration not stated),0.24
CCOC(=O)CSc1nnc(CNC(=O)c2cc(OCC)c(OCC)c(OCC)c2)n1C,-0.67
CN1CCCC(OC(=O)COc2ccc(Br)cc2)C1 (configuration not stated),-0.88
O=C(N/N=C/C1CC=CCC1)c1ccccc1O (configuration not stated),0.92
CCOC(=O)C1C(=O)NC(N2CCN(Cc3ccccc3)CC2)=NC1c1ccco1 (configuration not stated),-0.11
O=C(Nc1nc2ccc(S(=O)(=O)N3CCCC3)cc2s1)c1cccs1,-0.076
O=C(CCC(=O)OCCCC(F)(F)C(F)(F)F)NC1CCCCC1,0.21
Cn1c2c(c(=O)n(C)c1=O)C1(C(=O)Nc3ccccc31)C(C#N)=C(N)O2 (configuration not stated),-0.45
CSc1ccc(Cl)c(C(=O)OCC(=O)NCC(C)C)c1,0.7

# The results go on.
SMILES,Cav3 T inh
CCN(c1ccccc1)S(=O)(=O)c1ccc2[nH]cc(C(=O)N3CCOCC3)c(=O)c2c1,1.4
O=C(CSc1nncn1-c1ccccc1)Nc1cc(Cl)cc(Cl)c1,0.37
O=C(Nn1cnnc1)c1cc(-c2ccccn2)nc2ccccc12,-1.4
O=C(O/N=C/c1ccc2c(c1)OCO2)c1ccccc1Cl,-0.1
O=C(N/N=C/C(Br)=C/c1ccccc1)c1n[nH]c2c1CCC2,-1.2
O=C(Cc1n[nH]c(=O)[nH]c1=O)N/N=C/c1ccccc1O,-1.3
CCCc1cc(=O)[nH]c(SCc2cccnc2)n1,0.45
Cc1ccc(S(=O)(=O)N(C(=O)c2ccncc2)c2ccc(OC(=O)c3ccncc3)c3ccccc23)c(C)c1,-2.3
COCCNC(=O)C1CC2Cn3c(nc4cc(C)c(C)cc43)C2N1C (configuration not stated),1.6
Cc1cc(NCCCCO)n2c(nc3ccccc32)c1C#N,2
CCN(Cc1ccccc1)C(c1ccc(C)cc1)c1nnnn1C(C)(C)C (configuration not stated),0.018
CCn1c(SCC(=O)Nc2oc(-c3ccccc3)c(-c3ccccc3)c2C#N)nnc1-c1ccncc1,-2
Cc1nc(CC(=O)c2c(C)cc(O)cc2O)cs1,1.2
O=S(=O)(c1cccc(-c2nnc(SC(F)F)n2-c2ccccc2)c1)N1CCCCC1,-2.5
C=C1/C(=C\C=C2/CCC[C@]3(C)[C@@H]([C@H](C)CCCC(C)(C)O)CC[C@@H]23)C[C@@H](O)C[C@@H]1O,-0.11
CC1N=C2c3ccccc3N=C(SCc3cc(=O)n4cc(Cl)ccc4n3)N2C1=O (configuration not stated),-0.35
CCO[C@@H]1OC(C(=O)NC2CC2)=C[C@H](c2coc3ccccc3c2=O)[C@H]1CCCO,-0.029
Cc1occc1C(=O)NCCCCNC(=O)c1ccoc1C,-0.4
Cc1ncc([N+](=O)[O-])n1CC(=O)NC1CCCC1,0.66
O=C(Nc1nccs1)c1sc2ccccc2c1Cl,0.59
O=C(O)CCS(=O)(=O)Cc1cccc(Cl)c1,0.4
Cn1c(Cn2nnc3ccccc32)nnc1SCC(=O)Nc1ccc2c(c1)OCO2,-0.066
CSc1ncccc1C(=O)NCc1ccc(C)cc1,-0.43
COc1cccc(CNC(=O)C2CCN(S(=O)(=O)c3cnc[nH]3)CC2)c1,0.16
O=C(CSc1nnc(-c2cccs2)n1-c1ccccc1)N1CCN(C(=O)c2ccco2)CC1,2

# New compounds follow.
SMILES,Cav3 T inh
CCc1cc(=O)oc2cc(OCC(=O)O)c(Cl)cc12,-0.29
CC1=CC(C)(C)N=C(Nc2ccc(C)cc2)S1,-1.6
COc1ccc(N2CCN(C(=O)CSc3nnc(-c4ccc5[nH]c(C)c(C)c5c4)o3)CC2)cc1,0.96
c1ccc(CN2CCC3(CC2)Nc2ccccc2CO3)cc1,0.31
COC(=O)c1ccc(CNC(=O)CNc2cc(C(F)(F)F)ccc2N2CCOCC2)cc1,-1.2
COc1cccc(C2=NOC(C(=O)Nc3ccccc3SC)C2)c1 (configuration not stated),-0.39
CC(C)Oc1ccc(C2CNC(=O)C2)cc1 (configuration not stated),0.078
CC(=O)c1cccc(NC(=O)C2CCN(S(C)(=O)=O)CC2)c1,0.33
c1ccc(N2OCC3Cn4c(nc5ccccc54)C32)cc1 (configuration not stated),0.89
CCn1nccc1C(=O)Nc1nc2ccccc2n1CCN1CCCCC1,0.84
O=C(Nc1cccc(Cl)c1)N1CCN(c2ncccn2)CC1,-2.8
CCCCc1ccc(-c2csc(/C(C#N)=C/c3ccc(C)o3)n2)cc1,-2.2
COc1ccc2[nH]c3c(=O)n(Cc4ccco4)cnc3c2c1,0.66
COc1cccc(-c2nc(NCc3ccco3)c3ccccc3n2)c1O,0.31
O=S(=O)(c1ccccc1)N1CCn2c(nc3ccccc32)C1,0.92
COc1cccc(C(=O)CSc2nnc(-c3cc(OC)c(OC)c(OC)c3)o2)c1,1.5
COc1ccc(C2C3=C(CCCC3=O)Nc3c(-c4ccccc4)c(C)nn32)cc1 (configuration not stated),-3
Nc1nc(-c2ccccc2)cc(C(F)(F)F)n1,0.72
CCCCC(=O)Nc1ccc(Br)cn1,0.27
Cc1ccc2[nH]c(=O)c(CN(CCCN(C)C)C(=O)Nc3ccc(Cl)cc3)cc2c1,0.27
O=C(CSc1nnc2scc(-c3ccccc3)n12)Nc1ccc2c(c1)OCCO2,-1.1
Cc1nnc2n(Cc3ccccc3)c(=O)c3c4c(sc3n12)COC(C)(C)C4,1.6
CCOC(=O)CSc1nc2cc3c(cc2cc1C#N)OCO3,-0.5
Cc1ccc(N2C(=O)CS/C2=C(\C(Cl)=C(Cl)Cl)[N+](=O)[O-])cc1,-0.62
CCOC(=O)C1C(=O)Nc2nc3ccccc3n2C1C(C)C (configuration not stated),-0.54
Cc1cccc(NS(=O)(=O)c2ccc(Br)s2)n1,0.32
O=C(COC(=O)Cn1[nH]c(=O)c2ccccc2c1=O)Nc1ccc2c(c1)OCO2,-0.064
CSCCC(NC(=O)c1ccccc1)C(=O)NC1CCCC1 (configuration not stated),1.3
Cc1cc(C(=O)Nc2ccc3c(c2)OCO3)cs1,-0.54

# A portion of the library (hit frequency here may not be typical).
